Screening results: PubChem BioAssay, several laboratories
OX1R antag – human HCRTR1 antagonism; inhibition, % at 5 µM; 330,000 compounds, 0.43% hits; O43613; CHO/OX1R cells, Fluo-8 calcium fluorescence, orexin A; AID 434989;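 active = inhibition above its plate's threshold, mean inhibition of all tested compounds on the plate plus 3 SD, cut at about 37% in these data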;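 also: 0% = orexin A challenge wells and 100% = SB-334867-A antagonist wells; not every result past the cut was called active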
Target sequence (O43613 whole entry, looked up): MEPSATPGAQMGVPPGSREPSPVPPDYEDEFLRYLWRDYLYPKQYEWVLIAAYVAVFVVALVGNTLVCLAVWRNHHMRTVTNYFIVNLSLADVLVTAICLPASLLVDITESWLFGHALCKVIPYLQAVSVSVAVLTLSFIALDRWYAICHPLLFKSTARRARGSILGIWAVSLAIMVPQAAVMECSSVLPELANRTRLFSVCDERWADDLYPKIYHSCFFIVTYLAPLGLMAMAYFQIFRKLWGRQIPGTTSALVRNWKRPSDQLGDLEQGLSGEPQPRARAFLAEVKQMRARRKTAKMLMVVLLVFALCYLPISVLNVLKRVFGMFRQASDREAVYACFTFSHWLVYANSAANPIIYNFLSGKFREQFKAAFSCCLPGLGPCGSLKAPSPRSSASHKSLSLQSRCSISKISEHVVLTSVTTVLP
CHT PAM – allosteric activators of human choline transporter CHT; CHT-expressing cells, membrane potential dye, choline EC20; stronger effect = higher value; LV-AA mutant CHT in HEK293 cells; B-score at 10 µM; 310,000 compounds, 0.49% hits;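 active = initial fluorescence not abnormally high and integrated response B-score, plate-corrected, over 3 SD above library mean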
An asterisk follows results filed as active; & = joins results of further samples.

How did O=C1C(Cc2ccccc2)Nc2ncnc(N3CCCCC3)c2N1Cc1ccc(Cl)cc1 (stereo unspecified) do in these assays?
OX1R antag: -46; CHT PAM: inactive

How did O=C(OCCN1CCOCC1)c1cccnc1 do in these assays?
OX1R antag: -14&5; CHT PAM: inactive

What do the screens show for `Cc1nc2ccc(Cl)cc2c(-c2ccccc2Cl)c1CC(=O)O`?
OX1R antag: -22; CHT PAM: inactive

Results for CC(C)(C)NC(=O)CSCc1ccc(Br)cc1 ?
OX1R antag: -20; CHT PAM: inactive

What do the screens show for `COCCC(=O)N1CCC(Oc2ccc(C(=O)NC3Cc4ccccc4C3)cc2)CC1`?
OX1R antag: -5; CHT PAM: inactive

Results for Cc1ccc2nc(C)cc(C(=O)N3CCCC(N4CCN(c5ccccc5C)CC4)C3)c2c1 (stereo unspecified) ?
OX1R antag: -39; CHT PAM: inactive

Results for CCC(C(=O)NCc1ccccc1OC)n1nc(C)n2c(cc3occc32)c1=O (stereo unspecified) ?
OX1R antag: -30; CHT PAM: inactive

How did COC(=O)c1ccccc1CC1SC(N)=NC1=O (stereo unspecified) do in these assays?
OX1R antag: 8; CHT PAM: inactive

Results for CC1CCN(S(=O)(=O)c2ccc(C(C)C)cc2)CC1 ?
OX1R antag: -15; CHT PAM: inactive

How did COc1ccc(NC(=O)N(C)C[C@H]2Oc3c(NC(=O)c4ccncc4)cccc3C(=O)N([C@H](C)CO)C[C@@H]2C)cc1 do in these assays?
OX1R antag: 1

What do the screens show for `O=C(CCNC(=O)c1ccccc1)OCC(=O)c1ccccc1`?
OX1R antag: -14; CHT PAM: inactive

Results for CN(C)CC1CCCCC1OC(=O)c1ccc(Cl)cc1 (stereo unspecified) ?
OX1R antag: 1; CHT PAM: inactive

What do the screens show for `N#C/C(=C\c1cccs1)C(=O)c1ccccc1Cl`?
OX1R antag: 10; CHT PAM: inactive

What do the screens show for `Cc1ccc(N(C(=O)CNC(=O)c2ccco2)C(C(=O)NCC2CCCO2)c2ccccc2)cc1C` (stereo unspecified)?
OX1R antag: -20; CHT PAM: inactive

What do the screens show for `c1ccc(-c2nc(NCc3ccco3)c3oc4ccccc4c3n2)cc1`?
OX1R antag: -12; CHT PAM: inactive

Results for CN(C)CCNC(C(=O)Nc1cc(Cl)cc(Cl)c1)c1ccccc1 (stereo unspecified) ?
OX1R antag: -30; CHT PAM: inactive

What do the screens show for `COC(=O)CSc1n[nH]c(=S)s1`?
OX1R antag: -4; CHT PAM: inactive

Results for C=CCNC(=O)CSc1n[nH]c(-c2cc(Cl)ccc2OC)n1 ?
OX1R antag: -18; CHT PAM: inactive

How did CCOc1ccc(N(C(C)=O)c2nc(C)cc(C)c2C#N)cc1 do in these assays?
OX1R antag: -2; CHT PAM: inactive

How did COc1cc(C(=O)NCc2ccc3[nH]c(C)cc3c2)cc(OC)c1OC do in these assays?
OX1R antag: -14; CHT PAM: inactive

How did CCOc1ccc(C(CC(=O)O)NC(=O)COc2ccccc2)cc1 (stereo unspecified) do in these assays?
OX1R antag: -14; CHT PAM: inactive

How did N#CCCN(C(=O)COC(=O)CSc1ccc(Cl)cc1)c1ccccc1 do in these assays?
OX1R antag: -2

How did CC(=O)NCCn1c(SCC(=O)Nc2ccc(C)cc2)nc2ccccc2c1=O do in these assays?
OX1R antag: -16; CHT PAM: inactive

How did COc1ccccc1-c1nnc(NC(=O)c2ccc3c(c2)OCO3)s1 do in these assays?
OX1R antag: -6; CHT PAM: inactive

Results for O=C1CCC2c3ccc4ccccc4c3CCN12 (stereo unspecified) ?
OX1R antag: -18; CHT PAM: inactive

How did CC(C)[C@@H](CO)NS(=O)(=O)c1ccc(Br)cc1F do in these assays?
OX1R antag: 6

How did N#CCC(=O)Nc1nc(-c2ccc3c(c2)OCCO3)cs1 do in these assays?
OX1R antag: 10; CHT PAM: inactive

How did O=[N+]([O-])c1ccccc1/C=C/CN1CCN(Cc2ccc3c(c2)OCO3)CC1 do in these assays?
OX1R antag: -31; CHT PAM: inactive

What do the screens show for `COc1cccc(CNC(=O)COC(=O)c2cc(Br)c(Br)s2)c1`?
OX1R antag: 8

Results for Cc1cc(C)n(-c2ncccc2[N+](=O)[O-])n1 ?
OX1R antag: -5; CHT PAM: inactive

Results for CCN(CC)c1ccc(/C=N/N=C(c2ccccc2)c2ccccc2)c(O)c1 ?
OX1R antag: -21; CHT PAM: inactive

Results for CCOC(=O)CC(N)c1ccc2c(c1)OCO2 (stereo unspecified) ?
OX1R antag: -4; CHT PAM: inactive

How did Cc1ccc(NS(=O)(=O)c2ccc(-n3cccn3)cc2)cc1C do in these assays?
OX1R antag: -10; CHT PAM: inactive

How did CCOc1ccc(C(=O)NCC(=O)Nc2ccc(N3CCOCC3)cc2)cc1OCC do in these assays?
OX1R antag: -11; CHT PAM: inactive

Results for O=C1c2cccc(OCC(=O)N3CCCc4ccccc43)c2CCN1Cc1ccc(F)cc1 ?
OX1R antag: -6; CHT PAM: inactive

What do the screens show for `Fc1ccccc1NC(=S)NCCc1ccc(Cl)cc1`?
CHT PAM: inactive

How did COc1ccc(-c2csc(/C(C#N)=C(\O)CSc3nccn3C)n2)cc1OC do in these assays?
OX1R antag: -7; CHT PAM: inactive

How did O=C(COC(=O)c1cc(Cl)ccc1[N+](=O)[O-])NCc1ccc(Cl)cc1Cl do in these assays?
OX1R antag: -12; CHT PAM: inactive

How did Cc1c(C(=O)NN2CCOCC2)cccc1[N+](=O)[O-] do in these assays?
OX1R antag: -11; CHT PAM: inactive

How did Cc1cc(O)c(-c2n[nH]c3c2C(c2cccc(O)c2)N(Cc2cccnc2)C3=O)cc1Cl (stereo unspecified) do in these assays?
OX1R antag: 10; CHT PAM: inactive

How did CC(NC(=S)Nc1cccc(F)c1)C(c1cccs1)N1CCOCC1 (stereo unspecified) do in these assays?
OX1R antag: -23; CHT PAM: inactive

Results for COc1ccc(NS(=O)(=O)c2ccc(NN=Cc3ccc(C(=O)O)cc3)c([N+](=O)[O-])c2)cc1 ?
OX1R antag: 16

How did CNS(=O)(=O)c1cc(C(=O)NCc2ccco2)ccc1Cl do in these assays?
OX1R antag: -11; CHT PAM: inactive

Results for N#CCCN(C(=O)CSc1n[nH]c(=O)[nH]c1=O)c1ccccc1 ?
OX1R antag: 6

How did COc1ccc(Cl)cc1NC(=O)C1CCCN(c2ncnc3c2nc2n3CCCCC2)C1 (stereo unspecified) do in these assays?
OX1R antag: -15; CHT PAM: inactive

Results for CC(=O)c1ccc(S(=O)(=O)NCc2nnnn2-c2ccccc2)cc1 ?
OX1R antag: -19; CHT PAM: inactive

What do the screens show for `CCCCOC(=O)c1c(C)oc2ccc(NS(=O)(=O)c3ccc4c5c(cccc35)C(=O)N4)cc12`?
OX1R antag: -17; CHT PAM: inactive

Results for COc1cccc(NC(=O)CN(C)CC(=O)Nc2ccc3c(c2)CCC3)c1 ?
OX1R antag: -10; CHT PAM: inactive

How did CCN(CC)c1ccc(NC(=O)c2c(C)noc2C)cc1 do in these assays?
OX1R antag: 2; CHT PAM: inactive

Results for CC(C)C(C(=O)OCC(=O)c1ccc2c(c1)NC(=O)CO2)N1C(=O)c2ccccc2C1=O (stereo unspecified) ?
OX1R antag: -24; CHT PAM: inactive

Results for CC1CCc2c(sc(NC(=O)Cn3nc(C(F)(F)F)c4c3CCCCC4)c2C#N)C1 (stereo unspecified) ?
OX1R antag: 3; CHT PAM: inactive

How did COc1ccc(/C=c2\s/c(=C/C(=O)c3ccc(C)cc3)[nH]c2=O)cc1OC do in these assays?
OX1R antag: 12; CHT PAM: inactive

Results for COc1ccc(-c2cc(C)no2)cc1S(=O)(=O)NCC(C)c1ccccc1 (stereo unspecified) ?
OX1R antag: -8; CHT PAM: inactive

What do the screens show for `CC(=O)c1nn(-c2ccc(Cl)cc2)cc1C(=O)c1ccc(C)cc1`?
OX1R antag: -27; CHT PAM: inactive

Results for Cc1ccc2[nH]c(=O)c(CN(Cc3ccc4c(c3)OCO4)Cc3nnnn3C3CCCC3)cc2c1 ?
OX1R antag: -35; CHT PAM: inactive

Results for O=C(NCCOc1nc(N2CCOCC2)nc(N2CCOCC2)n1)Nc1ccc(Cl)cc1 ?
OX1R antag: -11; CHT PAM: inactive

What do the screens show for `COC(=O)C1=C(N)Oc2cc(C)n(CCCn3ccnc3)c(=O)c2C1c1ccc(Cl)cc1` (stereo unspecified)?
OX1R antag: -23; CHT PAM: inactive

What do the screens show for `C=C1CCN([C@@H](CC(C)C)C(=O)NCc2ccc(Cl)c(Cl)c2)S(=O)(=O)c2ccccc21`?
OX1R antag: -7; CHT PAM: inactive

What do the screens show for `CC(C)(C)C(=O)Nc1cccc(OC(F)(F)C(F)Cl)c1` (stereo unspecified)?
OX1R antag: -5; CHT PAM: inactive

How did Cc1cc([N+](=O)[O-])nn1CC(=O)Nc1nccs1 do in these assays?
OX1R antag: 13; CHT PAM: inactive

Results for N#CC(c1ccc(Cl)cc1)c1ccc2c(C(F)(F)F)cc(C(F)(F)F)nc2n1 (stereo unspecified) ?
OX1R antag: 26; CHT PAM: inactive

Results for O=C(Nc1ccc(C(=O)O)cc1)/C(=C\c1ccccc1)NC(=O)c1ccccc1 ?
OX1R antag: -7; CHT PAM: inactive

How did COc1cc(CN2CCC(C(=O)N3CCCC(C)C3)CC2)cc(Br)c1O (stereo unspecified) do in these assays?
OX1R antag: -10; CHT PAM: inactive

Results for O=C(COc1ccc(Br)cc1CO)Nc1ccc(S(=O)(=O)N2CCCCC2)cc1 ?
OX1R antag: 5

How did COc1ccc(/C=C2\SC(=O)N(CCCC(=O)Nc3ccc(C(=O)O)cc3)C2=O)cc1OC do in these assays?
OX1R antag: -1; CHT PAM: inactive

What do the screens show for `O=C(CN1CCN(C(=O)c2cccs2)CC1)Nc1ccc(Br)cc1`?
OX1R antag: -7; CHT PAM: inactive

Results for O=C1C=C(/C=C/c2ccccc2)C[C@@H](c2ccc(F)cc2)C1 ?
OX1R antag: -19

Results for Cc1cc(C)c(C2C(C#N)=C(N)Oc3n[nH]c(C)c32)cc1CN1CCOCC1 (stereo unspecified) ?
OX1R antag: 5; CHT PAM: inactive

Results for CCc1cc2ccc(C)cc2nc1SCC(=O)NNC(=O)c1ccco1 ?
OX1R antag: -27; CHT PAM: inactive

What do the screens show for `CSc1nc(=S)n(-c2ccc([N+](=O)[O-])cc2)c(C)c1C(C)=O`?
OX1R antag: -15; CHT PAM: inactive

What do the screens show for `CCc1cc2c(=O)n(N)c(CCC(=O)O)nc2s1`?
OX1R antag: -1; CHT PAM: inactive

How did COC(=O)c1[nH]c2ccccc2c1NC(=O)CN1CCCc2ccccc21 do in these assays?
OX1R antag: -5; CHT PAM: inactive

Results for Cc1ccc(N2C(=O)CC(Sc3cccs3)C2=O)cc1 (stereo unspecified) ?
OX1R antag: -27; CHT PAM: inactive

How did O=C(c1ccc(N2CCOCC2)cc1)N1CCCC(Nc2ccccc2)C1 (stereo unspecified) do in these assays?
OX1R antag: -8; CHT PAM: inactive

Results for CCOc1ccccc1C1C(C#N)=C(N)Nc2onc(-c3ccccc3)c21 (stereo unspecified) ?
OX1R antag: -16; CHT PAM: inactive

What do the screens show for `Cc1cccc(C)c1NC(=O)CN(C)C(C)C(=O)NCC(=O)Nc1ccc(F)c(F)c1F` (stereo unspecified)?
OX1R antag: -11

Results for CC(C)NC(=O)CN(C(=O)CCC(=O)Nc1nccs1)c1ccc2c(c1)OCO2 ?
OX1R antag: 1; CHT PAM: inactive

What do the screens show for `COC(=O)Nc1sccc1C(=O)Nc1sccc1C(=O)OC`?
OX1R antag: -35; CHT PAM: inactive

What do the screens show for `CCn1nc(C)c(CN2CCC(Oc3ccc(C(=O)N4CCCC4)cc3)CC2)c1C`?
OX1R antag: -23; CHT PAM: inactive

What do the screens show for `Cc1ccc(NC(=O)CSCC(=O)Nc2cccc3ncccc23)cc1`?
OX1R antag: -17; CHT PAM: inactive
